Screening data (PubChem BioAssay)
HTR5A ag – counter-screen for OPRM1-OPRD1 agonists: human HTR5A agonism | P47898 | activation, % at 9.3 µM | AID 504692 | HTR5A agonist assay, luminescence, cell-based | 340,000 tested, 0.61% active; in the data active = activation mostly above about 9.5%, no sharp cut-off; inactive = mostly below about 7.6%;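 note: 0% = cells with vehicle only and 100% = reference agonist; strong numbers were not always called active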
PfHsp90 yeast 2 – reduces growth (ATP signal) of yeast expressing P. falciparum Hsp90; inhibition, % at 9.4 µM; S. cerevisiae expressing PfHsp90, BacTiter-Glo ATP, 48 h; yeast lacking PDR1 and PDR3 efflux regulators; 310,000 tested, 0.32% active;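 active = every replicate shows inhibition above about 80%, whatever the replicate mean, limit read from the data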;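 note: 0% = DMSO neutral controls and 100% = 20 µM radicicol positive controls; yeast relying on Plasmodium falciparum Hsp90 in place of its own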
phage Ecoli inh – E. coli growth loss with phage present | growth absorbance | inhibition, % at 11.9 µM | 360,000 tested, 0.26% active | AID 651602; in the data active = inhibition above about 11%
Pemphigus Ab inh – blocks pemphigus antibody binding to human desmoglein-3. DSG3-coupled beads, scFv-anti-DSG3-GFP binding, flow cytometry; stronger effect = lower value. P32926. binding (percent of control), % at 10 µM. 310,000 tested, 0.48% active. AID 588358;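 active = binding more than 3 SD below its plate's average and above zero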;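 note: hits lower antibody fragment binding to DSG3; some compounds called inactive have numbers as strong as hits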
Target sequence (P32926 whole entry, looked up, the tested form may be a part): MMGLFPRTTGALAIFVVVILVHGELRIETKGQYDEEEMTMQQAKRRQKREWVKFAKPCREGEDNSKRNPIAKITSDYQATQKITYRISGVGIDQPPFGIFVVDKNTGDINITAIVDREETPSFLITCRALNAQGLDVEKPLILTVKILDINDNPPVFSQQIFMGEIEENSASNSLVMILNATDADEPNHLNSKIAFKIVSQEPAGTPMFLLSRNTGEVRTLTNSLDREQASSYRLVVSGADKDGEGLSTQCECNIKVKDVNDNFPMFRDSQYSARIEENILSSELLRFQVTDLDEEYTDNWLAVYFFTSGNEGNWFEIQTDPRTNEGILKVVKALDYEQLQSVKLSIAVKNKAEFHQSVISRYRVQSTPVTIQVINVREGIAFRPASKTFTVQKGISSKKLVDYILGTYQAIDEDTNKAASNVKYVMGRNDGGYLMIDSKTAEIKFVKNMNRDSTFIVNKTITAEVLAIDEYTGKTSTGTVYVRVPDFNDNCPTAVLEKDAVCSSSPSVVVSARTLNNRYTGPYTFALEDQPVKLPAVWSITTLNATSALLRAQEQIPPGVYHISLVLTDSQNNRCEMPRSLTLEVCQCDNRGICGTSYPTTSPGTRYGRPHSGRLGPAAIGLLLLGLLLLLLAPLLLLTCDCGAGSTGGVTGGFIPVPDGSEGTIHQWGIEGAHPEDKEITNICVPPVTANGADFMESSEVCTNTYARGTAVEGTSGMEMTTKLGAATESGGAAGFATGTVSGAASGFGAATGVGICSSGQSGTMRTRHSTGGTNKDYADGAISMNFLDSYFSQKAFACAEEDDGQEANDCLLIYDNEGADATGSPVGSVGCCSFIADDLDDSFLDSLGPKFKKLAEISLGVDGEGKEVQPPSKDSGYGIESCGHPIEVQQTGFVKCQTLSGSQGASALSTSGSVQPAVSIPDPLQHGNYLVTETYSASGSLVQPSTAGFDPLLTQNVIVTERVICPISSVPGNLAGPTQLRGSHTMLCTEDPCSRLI
MOR-DOR inv ag – mu-delta opioid heterodimer inverse agonism. P35372+P41143. cell-based MOR-DOR heterodimer luminescence. inhibition, % at 9.3 µM. 340,000 tested, 0.21% active. AID 504357; in the data active = inhibition above about 22%, passing the limit was not always enough;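 note: 0% = cells with DMSO and 100% = wells without cells with DMSO; values of inactives mirror those of a sister screen read the other way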
Mot1-301 SUMO – inhibitors of SUMOylation pathway: yeast Mot1-301 growth rescue; S. cerevisiae Mot1-301 growth rescue, ATP luminescence, 38.5C; percent above DMSO median, 100 means doubled; growth rescue, % at 18.8 µM; 320,000 tested, 1% active; AID 2716;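 active = every valid replicate shows activation above 250% relative to neutral control wells; inactive = the rest, any valid replicate at or below 250%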;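 note: OY570 slx delta 5 strain wells were the positive control but not used for scaling; some compounds called inactive have numbers as strong as hits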
E coli growth – bacterial growth inhibition, counter-screen for AddAB inhibitors. inhibition, % at 11.9 µM. 330,000 tested, 0.27% active. E. coli V3065 growth, OD600 absorbance, 18 h;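 active = inhibition above the campaign's mean inhibition across all tested compounds plus 3 SD, cut at about 9.9% in these data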;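 note: uninfected addAB+ strain grown without phage in ampicillin broth; 0% = DMSO wells and 100% = ciprofloxacin 0.95 µg/ml wells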
AddAB inh – less growth of phage-infected E. coli with AddAB; E. coli expressing H. pylori AddAB, absorbance growth; inhibition, % at 11.9 µM; 330,000 tested, 0.29% active; AID 435030; in the data active = inhibition above about 12%;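 note: 0% = vehicle wells of infected cells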
PKA-R1A activ – activates the PKA-R1A holoenzyme complex | 340,000 tested, 0.083% active | AID 504707 | PKA-R1A dissociation, Cy5-IP20 fluorescence polarization; scaled: DMSO 0%, 113 µM cGMP 100% | activation, % at 11.4 µM | P00514+P68181;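 active = percent activation above the mean of all tested compounds plus 3 SD, cut at about 19% in these data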;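 note: higher means more PKAc released from R1A so a rise in polarization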
MOR-DOR ag – agonists of human mu-delta opioid receptor heterodimerization | AID 504326 | P35372+P41143 | activation, % at 9.3 µM | cells, OPRM1-OPRD1 heterodimerization, luminescence | 340,000 tested, 0.3% active; in the data active = activation above about 18%;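 note: 0% = vehicle-treated cells and 100% = reference agonist; values of inactives mirror those of a sister screen read the other way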
HTR5A inv ag – HTR5A inverse agonism, opioid heterodimer counter-screen; P47898; HTR5A cell line, luminescence; inhibition, % at 9.3 µM; 340,000 tested, 0.083% active; in the data active = inhibition mostly above about 23%, no sharp cut-off; inactive = mostly below about 18%;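 note: 0% = cells with DMSO and 100% = no-cell wells with DMSO; some compounds called inactive have numbers as strong as hits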
* marks the source's active call; other numbers are inactive results; · = not tested or not shown; & = joins results of further samples.

cpd | SMILES | AddAB inh | MOR-DOR inv ag | Mot1-301 SUMO | PfHsp90 yeast 2 | PKA-R1A activ | phage Ecoli inh | MOR-DOR ag | E coli growth | Pemphigus Ab inh | HTR5A inv ag | HTR5A ag
1 | COC(=O)C1=C(c2ccc(-c3ccccc3)c(F)c2)C[C@@H]2CC[C@H]1N2C(=O)NCc1ccco1 | 1.1 | 2.0 | 3.4 | -6.7 | -11.8 | 3.1 | -0.4 | -0.7 | 96.6 | 3.6 | 1.2
2 | CCc1ccc(N2C(=O)NC(=O)/C(=C\c3cc(C)n(-c4cc(C(=O)O)cc(C(=O)O)c4)c3C)C2=O)cc1 | 1.6 | 6.9 | 176.4 | 0.8 | -3.4 | 1.5 | -1.5 | -2.2 | 111.0 | 5.2 | -1.4
3 | O=c1c2ccccc2nc(-c2ccccc2F)n1-c1ccccc1 | 3.5 | 11.2 | -0.3 | 1.9 | -12.7 | 0.6 | -2.4 | 0.3 | 98.1 | 7.6 | -2.0
4 | COC(=O)C1=C(c2ccc(C(C)=O)cc2)C[C@@H]2CC[C@H]1N2C(=O)NC1CCCCC1 | -0.8 | 6.9 | -13.9 | 11.9 | -1.2 | 2.0 | -1.2 | -1.0 | 104.3 | 2.0 | 1.9
5 | Cc1cccc(N2CCN(CCc3ccccc3)CC2)c1C | 3.5 | -42.3 | 15.2 | -1.3 | -7.6 | 4.7 | 7.9 | 0.8 | 106.9 | -51.2 | 5.7
6 | CC1(C)C2([N+](=O)[O-])CN3CC1([N+](=O)[O-])CN(C2)C3c1ccccn1 (centres undefined) | -1.6 | 6.2 | -5.7 | -4.9 | -9.3 | 1.9 | -1.2 | -1.2 | 94.3 | -5.9 | 2.4
7 | Cc1[nH]c2ccccc2c1C(=O)C(=O)N1CCC2(CC1)OCCO2 | -1.4 | 10.4 | -14.7 | -5.4 | -2.8 | -2.8 | -2.2 | -2.7 | 84.6 | 2.8 | -1.0
8 | C[C@]12C[C@H](O)[C@@H](O)CC1=CCC1C2CC[C@@]2(C)C1CC[C@@H]2O (some centres undefined) | -0.2 | 17.6 | 2.2 | 4.2 | -2.1 | 0.4 | -3.6 | -1.1 | 117.4 | 7.2 | -1.8
9 | O=c1[nH]c(=O)n(C2CCCCCC2)c(O)c1C=NCC1CCCO1 (centres undefined) | 3.2 | 1.6 | -9.1 | 0.6 | -7.7 | 2.2 | -0.4 | 3.4 | · | 6.2 | -0.6
10 | O=C1NC(=O)C(=Cc2cc([N+](=O)[O-])ccc2N2CCCCC2)C(=O)N1 | 1.9 | -0.3 | -3.4 | -2.7 | 14.2 | 2.9 | 0.1 | -1.8 | 96.2 | 8.5 | -0.2
11 | CN1C2CCC1CC(OC(=O)c1ccc([N+](=O)[O-])cc1)C2 (centres undefined) | 1.2 | 6.6 | 473.6* | 11.2 | -1.4 | 3.9 | -1.2 | 0.2 | 97.1 | 6.2 | 3.0
12 | CCCCn1c(=O)c(C(=O)NCc2ccncc2)c(O)c2ccccc21 | 4.4 | 3.7 | -0.1 | 4.9 | -0.1 | 4.5 | -0.6 | 1.8 | 103.9 | -35.4 | -2.2
13 | COc1ccc(F)cc1C(=O)C1CCCN(Cc2cnc(C)s2)C1 (centres undefined) | 5.9 | -25.2 | 2.2 | -0.1 | -5.0 | 2.6 | 3.5 | -2.3 | 108.0 | 17.6 | 0.7
14 | COc1cccc(C2CC3C(=O)C=CC2N3Cc2ccccc2)c1 (centres undefined) | 2.8 | -9.1 | 17.2 | 4.3 | -4.6 | 0.9 | 1.6 | -1.9 | 103.0 | 13.7 | -4.0
15 | O=C(c1ccc(CS(=O)(=O)c2ccccc2)o1)N1CCC2(CC1)OCCO2 | 1.6 | 6.0 | 1.9 | · | -2.1 | 0.9 | -1.1 | -2.1 | 92.2 | 28.7 | 0.3
16 | O=C(c1ccc2c(c1)OCO2)C1CCCN(Cc2ccc(F)c(F)c2)C1 (centres undefined) | 0.8 | -30.6 | 4.2 | 12.5 | 0.8 | 1.5 | 5.9 | 0.8 | 108.3 | -1.2 | 0.3
17 | CN1C2CCC1C(C(=O)O)C(O)C2 (centres undefined) | -1.9 | 5.0 | · | · | 2.0 | 4.5 | -1.2 | 0.6 | 110.9 | -20.2 | 8.7
18 | CN(C)C(=O)Oc1ccc2c(c1)O/C(=C\c1cccc([N+](=O)[O-])c1)C2=O | -0.7 | 7.7 | 495.1 | 19.3 | -2.8 | 3.4 | -1.4 | -3.7 | 91.6 | -2.3 | 0.6
19 | CN(C)CCN=Cc1c(O)n(C2CCCCCC2)c(=O)[nH]c1=O | 0.6 | 2.2 | 14.1 | -32.4 | 4.8 | 0.6 | -0.5 | -2.5 | · | 5.9 | -2.5
20 | COc1cc2c(cc1O)C[C@H]1NCCc3cc4c(c-2c31)OCO4 | 8.5 | 3.6 | -2.8 | -8.9 | -1.0 | 2.5 | -0.7 | 2.9 | 98.8 | -21.7 | -2.8
21 | CC(C)N1CCC2(CC1)NC(CO)(CO)CO2 | 3.0 | 14.2 | · | · | 4.7 | 2.8 | -2.6 | 1.2 | 106.0 | -5.6 | -0.9
22 | COC1=CC(=O)OC(/C=C/c2ccccc2)C1 (centres undefined) | 0.6 | 7.0 | 0.7&37.7 | -2.1 | -1.6 | 1.9 | -1.3 | -0.4 | 90.1 | -31.1 | -1.0
23 | COC(=O)c1nc(-c2ccc3c(n2)C(=O)C(N)=C(OC)C3=O)c(N)c(-c2ccc(OC)c(OC)c2O)c1C | 3.0 | -26.7 | -14.0 | -14.8 | 4.1 | 0.8 | 5.7 | -3.5 | 97.6 | 6.3 | -1.8
24 | CCC(=NCc1ccco1)c1c(O)n(-c2ccccc2)c(=O)[nH]c1=O | -1.9 | 17.9 | · | 7.3 | -4.0 | 2.6 | -3.2 | -2.2 | 105.0 | -0.6 | -2.2
25 | Cc1ccccc1-n1c(O)c(C=Nc2ccc3c(c2)OCO3)c(=O)[nH]c1=O | -0.4 | 4.1 | -2.6 | 3.0 | 3.1 | 1.3 | -0.8 | -0.5 | 102.2 | 3.2 | -0.8
26 | C/C(=N\N1CCCCCC1)c1c(O)n(-c2ccccc2C)c(=O)[nH]c1=O | -1.6 | 10.5 | -23.6 | 19.7 | -0.2 | 0.5 | -2.0 | -0.2 | 100.2 | 8.6 | 2.8
27 | C=CCn1c(O)c(/C(C)=N/N2CCN(C)CC2)c(=O)[nH]c1=O | 1.9 | 2.4 | -22.4 | 3.3 | -1.3 | -1.9 | -0.5 | 1.6 | · | -1.0 | 0.4
28 | C[C@H]1C(=O)O[C@@H]2CCN3CC=C(COC(=O)[C@](C)(O)[C@]1(C)O)[C@H]23 | 0.2 | 8.3 | -11.6 | -24.7 | -9.5 | 3.0 | -1.5 | -1.7 | 104.0 | -10.1 | 2.8
29 | CC(C)N(C(=O)CCl)c1ccccc1 | · | 2.6 | · | 2.0 | -7.4 | 3.0 | -0.5 | · | 100.7 | -11.5 | 3.2
30 | COC(=O)C1=C(c2ccc(Cl)c(C(F)(F)F)c2)C[C@@H]2CC[C@H]1N2C(=O)NCC1CC1 | -2.1 | 14.1 | 48.4 | 2.2 | 1.3 | 2.2 | -2.5 | -2.0 | 99.4 | 13.9 | 7.6
31 | CSc1nc(C)c(Br)c(N2CC2)n1 | · | 8.4 | · | -1.4 | -7.3 | 2.1 | -1.9 | · | 147.5 | -19.3 | 5.0
32 | COc1ccc(P2(=O)Nc3ccccc3N2)cc1 | 1.7 | -57.3 | 1.6 | -2.5 | 2.7 | -0.3 | 10.7 | -1.5 | 104.4 | -4.0 | -0.5
33 | CCN1CCN(c2ccc([N+](=O)[O-])cc2C#N)CC1 | 2.5 | 16.2 | 7.5 | -5.9 | 0.2 | 4.2 | -2.8 | -2.8 | 98.8 | 3.5 | -1.4
34 | O=P(/C(=N/O)N1CCOCC1)(N1CCOCC1)N1CCOCC1 | 4.2 | 10.0 | -20.3 | -27.9 | -4.3 | 2.6 | -2.4 | 0.4 | 107.0 | 24.3 | 4.7
35 | S=C=Nc1ccccn1 | 0.4 | 14.8 | 127.6 | 7.3 | -1.4 | 3.0 | -2.6 | 0.0 | 95.7 | -2.8 | 0.3
36 | OCC1CO1 (centres undefined) | 0.0 | 17.1 | 2.7 | · | 6.1 | 4.7 | -3.2 | -3.2 | 98.2 | -4.8 | 1.1
37 | O=C(N/N=C/c1c(O)n(CCc2ccccc2)c(=O)[nH]c1=O)c1ccncc1 | -1.3 | 9.7 | -13.1 | 18.3 | 9.5 | 4.9 | -2.2 | -1.8 | 100.9 | 19.9 | -2.3
38 | CC(=O)CCC(C)=O | 1.5 | 16.1 | 6.8 | -17.2 | 2.6 | 2.1 | -3.0 | 1.6 | 100.5 | 0.1 | 0.0
39 | CCC(=NCc1ccco1)c1c(O)n(-c2ccc(C)cc2)c(=O)[nH]c1=O | 1.6 | 11.6 | -3.8 | 13.5 | -2.4 | 4.5 | -2.2 | 1.2 | 110.0 | 6.4 | 2.5
40 | Cc1cccc(C)c1NC1=NCCCS1 | -0.5 | 8.8 | -9.4&16.5 | -36.9 | -3.2 | 3.6 | -1.6 | 0.3 | 120.1 | 9.2 | 3.0
41 | COc1cc(OC)c([C@H]2C=C(C)[C@H]3C[C@@H]2C3(C)C)c(OC)c1 | 1.6 | -17.7 | 2.5 | 17.0 | -2.8 | 4.5 | 3.5 | 0.5 | 102.2 | -27.3 | 0.5
42 | Clc1ccc(C(Cl)(Cl)Cl)c(Cl)c1 | 1.5 | 11.4 | 67.9 | -1.9 | 4.8 | 0.9 | -2.1 | -2.8 | 102.4 | -11.6 | 2.8
43 | C[N+](C)(C)CC1CCCc2ccccc2C1=O (centres undefined) | · | 15.3 | · | 6.1 | 0.6 | -0.3 | -3.1 | · | · | -7.3 | 1.9
44 | CC(C)COc1ccc(Cc2c(O)[nH]c(=S)[nH]c2=O)cc1 | 0.7 | 8.0 | -3.2 | -8.3 | -3.9 | 3.1 | -1.4 | -0.7 | 110.4 | 11.3 | 1.5
45 | C(=NC1CCCCC1)c1c[nH]c2ccccc12 | · | 5.9 | · | · | 4.6 | 1.0 | -1.2 | · | 96.0 | -9.4 | 2.4
46 | COc1cccc(Oc2coc3cc(OC(=O)N(C)C)ccc3c2=O)c1 | -0.2 | 15.3 | 12.3 | -6.6 | -10.6 | 1.6 | -3.4 | 1.0 | 100.5 | -13.9 | 3.7
47 | O=C(O)C1C2CCC(O2)C1C(=O)Nc1ccc(F)c(F)c1 (centres undefined) | -0.3 | 17.2 | -4.2 | 5.6 | 3.0 | 0.9 | -3.6 | -2.1 | 106.5 | 2.0 | -0.6
48 | COc1ccc(-n2c(O)c(/C(C)=N/Nc3ccccc3)c(=O)[nH]c2=O)cc1 | -0.9 | -0.6 | 3.7 | 5.0 | -2.6 | 0.5 | 0.1 | -1.7 | 112.2 | -3.4 | -1.5

A portion of the library; rates above refer to the full screens.
